# Compound activity: PubChem BioAssay, several laboratories
# DAGLB inh = diacylglycerol lipase beta (human) inhibition; HEK293T DAGLB membrane lysate, EnzChek fluorogenic substrate; actives 0.059% (n = 340,000); Q8NCG7; inhibition, % at 5.17 µM; in the data active = inhibition above about 34%;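 also: 0% = enzyme with vehicle and 100% = wells lacking enzyme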
# HTR5A inv ag = inverse agonist of human HTR5A in OPRM1-OPRD1 counter-screen; actives 0.083% (n = 340,000); HTR5A cell line, luminescence, inverse agonism; inhibition, % at 9.3 µM; P47898; in the data active = inhibition mostly above about 23%, no sharp cut-off; inactive = mostly below about 18%;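 also: 0% = cells with DMSO and 100% = no-cell wells with DMSO; some compounds called inactive have numbers as strong as hits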
# V-ATPase pHluor = regulators of yeast V-ATPase proton transport | S. cerevisiae, pHLuorin cytosolic pH fluorescence | response, % at 10 µM | actives 0.37% (n = 350,000) | AID 504577; in the data active = response mostly above about 7.3%, no sharp cut-off; inactive = mostly below about 5.4%; also: actives read high; inactives centre near 0; some compounds called inactive have numbers as strong as hits; reference of the scale not given here
# DSG3 Ab inh = inhibitors of pemphigus antibody binding to human desmoglein-3. P32926. DSG3-coupled beads, scFv-anti-DSG3-GFP binding, flow cytometry; hits give low values. binding (percent of control), % at 10 µM. actives 0.48% (n = 310,000);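 active = binding more than 3 SD below its plate's average and above zero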;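 also: hits lower antibody fragment binding to DSG3; some compounds called inactive have numbers as strong as hits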
# Target sequence (P32926 whole entry, looked up, the tested form may be a part): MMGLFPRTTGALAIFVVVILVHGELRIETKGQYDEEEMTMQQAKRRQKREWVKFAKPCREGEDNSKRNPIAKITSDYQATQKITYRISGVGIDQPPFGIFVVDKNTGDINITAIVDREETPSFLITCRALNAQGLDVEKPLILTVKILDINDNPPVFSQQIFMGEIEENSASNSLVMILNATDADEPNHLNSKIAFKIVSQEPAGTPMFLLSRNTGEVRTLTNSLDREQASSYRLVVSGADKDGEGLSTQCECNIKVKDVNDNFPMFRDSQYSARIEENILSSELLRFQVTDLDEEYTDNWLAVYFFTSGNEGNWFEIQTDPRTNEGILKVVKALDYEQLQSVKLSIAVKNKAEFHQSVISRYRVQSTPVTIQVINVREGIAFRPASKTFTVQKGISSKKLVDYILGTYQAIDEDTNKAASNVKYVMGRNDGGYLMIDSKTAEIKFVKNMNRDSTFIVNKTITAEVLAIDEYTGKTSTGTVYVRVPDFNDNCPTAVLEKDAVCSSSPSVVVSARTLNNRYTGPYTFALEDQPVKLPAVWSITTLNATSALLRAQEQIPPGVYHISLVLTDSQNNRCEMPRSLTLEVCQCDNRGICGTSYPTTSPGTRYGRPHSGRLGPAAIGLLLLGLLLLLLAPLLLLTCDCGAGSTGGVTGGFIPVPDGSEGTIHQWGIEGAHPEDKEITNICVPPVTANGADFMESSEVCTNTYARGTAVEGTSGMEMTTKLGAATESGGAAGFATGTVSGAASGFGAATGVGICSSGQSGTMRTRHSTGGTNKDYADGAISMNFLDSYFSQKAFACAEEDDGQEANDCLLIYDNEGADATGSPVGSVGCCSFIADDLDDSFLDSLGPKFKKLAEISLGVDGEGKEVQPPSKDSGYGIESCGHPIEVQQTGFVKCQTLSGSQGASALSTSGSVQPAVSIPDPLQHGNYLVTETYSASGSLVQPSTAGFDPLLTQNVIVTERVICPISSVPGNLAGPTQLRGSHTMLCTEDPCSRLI
# MOR-DOR inv ag = mu-delta opioid heterodimer inverse agonism. P35372+P41143. cell-based MOR-DOR heterodimer luminescence. inhibition, % at 9.3 µM. actives 0.21% (n = 340,000); in the data active = inhibition above about 22%, passing the limit was not always enough;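 also: 0% = cells with DMSO and 100% = wells without cells with DMSO; values of inactives mirror those of a sister screen read the other way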
# Arr AP2 block = inhibitors of human beta-arrestin and AP2 interaction; FITC-arrestin peptide / GST-AP2 beads, flow cytometry; AP2 beta2 appendage carries R879A mutation; actives 0.31% (n = 340,000); AID 504490; inhibition, % at 10 µM;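 active = inhibition above a set limit, near 3 SD of compounds lacking own fluorescence, cut at about 54% in these data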;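 also: plate controls were DMSO wells for no effect and 5 µM unlabelled arrestin peptide for full effect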
#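 System: GST-tagged AP2 beta2-adaptin appendage (R879A) on 4 µm glutathione beads / Reagent: FITC-arrestin peptide, 50 nM / Detection: HyperCyt-sampled flow cytometry, FL1 channel, ex 488/em 535 nm / Timing: 12 min plus 1 h, RT / Buffer or medium: PBS plus Tween 20 (0.05%) and BSA (0.1%)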
# PKA-R2B activ = activates the human PKA-R2B holoenzyme complex; PKA-R2B holoenzyme dissociation, Cy5-IP20 fluorescence polarization; R2B truncated from residue 108, S112A mutant; 0% DMSO only, 100% 113 µM cGMP; activation, % at 11.4 µM; actives 0.079% (n = 340,000);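 active = activation above a cutoff set at the mean over all compounds plus 3 SD, cut at about 18% in these data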;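 also: higher means more holoenzyme dissociation and a rise in polarization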
# OPRM1-OPRD1 ag = OPRM1-OPRD1 heterodimerization agonism; P35372+P41143; cells, luminescence; activation, % at 9.3 µM; actives 0.3% (n = 340,000); in the data active = activation above about 18%;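 also: 0% = vehicle-treated cells and 100% = reference agonist; values of inactives mirror those of a sister screen read the other way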
# PKA-R1A activ = activators of PKA-R1A complex; AID 504707; PKA-R1A dissociation, Cy5-IP20 fluorescence polarization; scaled: DMSO 0%, 113 µM cGMP 100%; actives 0.083% (n = 340,000); activation, % at 11.4 µM;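 active = percent activation above the mean of all tested compounds plus 3 SD, cut at about 19% in these data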;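 also: higher means more PKAc released from R1A so a rise in polarization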
# HTR5A ag = HTR5A agonism, opioid heterodimer counter-screen | P47898 | HTR5A agonist assay, luminescence, cell-based | activation, % at 9.3 µM | actives 0.61% (n = 340,000) | AID 504692; in the data active = activation mostly above about 9.5%, no sharp cut-off; inactive = mostly below about 7.6%;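 also: 0% = cells with vehicle only and 100% = reference agonist; strong numbers were not always called active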
# An asterisk follows results filed as active; / = no result given. An unsorted share of the library; overall some 2.4% were active at least once.
Structure	DAGLB inh	HTR5A inv ag	V-ATPase pHluor	DSG3 Ab inh	MOR-DOR inv ag	Arr AP2 block	PKA-R2B activ	OPRM1-OPRD1 ag	PKA-R1A activ	HTR5A ag
CCN(CC(=O)Nc1c(F)cccc1F)C(=O)c1ccc(C(F)(F)F)cc1	1	-11	1	94	12	-7	10	-2.1	-1	3
O=C(c1cnn2c(C(F)F)cc(-c3ccccc3)nc12)N1CCSCC1	2	-18	-1	99	1	6	8	-0.2	-1	-2
COc1cc(/C=C/C(C)=O)cc(OC)c1OC	-2	-20	2	96	11	7	-14	-1.9	-6	-3
Cc1ccc(C(=O)c2cccc(N)c2)cc1C	1	-14	-1	105	5	5	0	-0.7	-8	12
O=C(Nc1ccc2sccc2c1)c1cccc(N2C(=O)CCC2=O)c1	-2	-20	-1	/	0	7	2	0.1	5	8
Cc1ccc(S(=O)(=O)N2CCN(C(=O)N3CCOCC3)C2C)cc1 (configuration not stated)	0	-3	1	108	15	-5	-1	-3.2	-5	9
CCC1CCC(C(=O)NC(C(=O)Nc2ccc3c(c2)OCCO3)C(C)C)CC1 (configuration not stated)	-11	6	3	95	11	-8	11	-1.9	-1	-1
COc1ccccc1N1CCN(/N=C/c2ccc(C(=O)O)cc2)CC1	2	-4	0	104	18	-1	-3	-3.6	-7	1
CC(=O)Nc1ccc(C2Nc3ccccc3C(=O)N2C2CCCCC2)cc1 (configuration not stated)	1	-16	2	96	6	4	4	-1.3	-4	6
O=C(Nc1nncs1)C1COc2ccccc2O1 (configuration not stated)	-1	3	-2	110	8	0	-7	-1.5	-11	2
O=C(O)C1C2CCC1C(O)C2 (configuration not stated)	-4	/	1	104	/	/	-7	/	-5	/
Cc1ccc2oc(=O)cc(CN3CCC(C)CC3)c2c1	0	6	1	96	-16	6	6	3.1	10	-1
CCOC(=O)CN(C(=O)COc1nc(-c2ccccc2)cc(C)c1C#N)c1ccc(C)cc1	-6	14	-3	112	22	0	1	-4.5	-4	2
CCc1nc(NC(=O)Cc2csc(C)n2)sc1C(=O)OC	-7	-29	-2	92	10	-2	-12	-1.8	0	7
O=C1NNC(c2ccccc2)=N/C1=C\c1ccccc1Cl	1	-16	0	110	-3	-5	-3	0.6	-3	2

# No new results follow: an excerpt of the list.
Structure	DAGLB inh	HTR5A inv ag	V-ATPase pHluor	DSG3 Ab inh	MOR-DOR inv ag	Arr AP2 block	PKA-R2B activ	OPRM1-OPRD1 ag	PKA-R1A activ	HTR5A ag
COc1ccccc1N1CCN(/N=C/c2ccc(C(=O)O)cc2)CC1	2	-4	0	104	18	-1	-3	-3.6	-7	1
CC(=O)Nc1ccc(C2Nc3ccccc3C(=O)N2C2CCCCC2)cc1 (configuration not stated)	1	-16	2	96	6	4	4	-1.3	-4	6
O=C(Nc1nncs1)C1COc2ccccc2O1 (configuration not stated)	-1	3	-2	110	8	0	-7	-1.5	-11	2
O=C(O)C1C2CCC1C(O)C2 (configuration not stated)	-4	/	1	104	/	/	-7	/	-5	/
Cc1ccc2oc(=O)cc(CN3CCC(C)CC3)c2c1	0	6	1	96	-16	6	6	3.1	10	-1
CCOC(=O)CN(C(=O)COc1nc(-c2ccccc2)cc(C)c1C#N)c1ccc(C)cc1	-6	14	-3	112	22	0	1	-4.5	-4	2
CCc1nc(NC(=O)Cc2csc(C)n2)sc1C(=O)OC	-7	-29	-2	92	10	-2	-12	-1.8	0	7
O=C1NNC(c2ccccc2)=N/C1=C\c1ccccc1Cl	1	-16	0	110	-3	-5	-3	0.6	-3	2

# (continued)
Structure	DAGLB inh	HTR5A inv ag	V-ATPase pHluor	DSG3 Ab inh	MOR-DOR inv ag	Arr AP2 block	PKA-R2B activ	OPRM1-OPRD1 ag	PKA-R1A activ	HTR5A ag
CCOC(=O)c1ccccc1Nc1cc(C)nc2nc(C)nn12	-6	-22	0	107	7	6	-5	-1.3	8	8
O=C(Cn1ccsc1=NC(=O)C(F)(F)F)c1ccccc1	-4	-5	-1	103	6	-13	3	-1.2	-8	0
CCOc1ccc(N(CC(=O)Nc2c(C)cccc2C)S(=O)(=O)c2c(C)[nH]c(=O)[nH]c2=O)cc1	3	-8	-3	107	9	6	-7	-1.8	-12	3
Cc1nc(-c2ccc(S(=O)(=O)N3CCCCCC3)cc2)cs1	-2	-4	0	106	12	-2	-1	-2.2	-3	-2
Cc1noc(C)c1C(=O)Nc1ccc(F)cc1	-2	1	2	/	-2	5	4	0.4	-11	0
CC(C)c1ccc(OCc2ccc(C(=O)O)o2)cc1	2	-3	-2	88	12	-4	10	-2.3	2	0
O=C(CN1CCN(C(=O)c2c(F)cccc2F)CC1)Nc1ccccc1C(F)(F)F	-2	0	3	106	12	30	2	-2.5	-4	0
Cc1nc2ccccc2c(=O)n1-c1ccc(NS(=O)(=O)c2ccc(F)cc2F)cc1	1	18	16*	99	10	26	-3	-2.0	-9	-1
Cc1ccc(OCCNC(=O)c2ccccc2O)cc1	-6	-5	3	94	10	-11	1	-2.2	6	1
Cc1nc2ccccn2c1C(=O)NN=C1CCCC1	1	6	0	98	9	-8	6	-1.8	5	-2
Cc1cccc(C(=O)NC(=S)Nc2ccc(S(=O)(=O)N(C)c3ccccc3)cc2)c1	-7	18	-1	111	15	-9	-8	-3.5	-4	4
CCOCCCNc1ncnc2c1nc1n2CCCC1	-2	4	5	/	12	3	1	-2.5	1	-1
CCOCCCNC(=O)C(NC(=O)c1ccc2c(c1)OCO2)c1ccc(Cl)cc1 (configuration not stated)	2	15	-2	112	12	8	2	-2.5	-5	-3
Cc1cc(C)n(C(C)n2nc(C)cc2C)n1	3	-3	-1	94	13	1	3	-2.4	-1	2
Cc1cc(=O)[nH]c(SCc2cc(=O)n3nc(C)sc3n2)n1	-3	-19	-1	101	8	16	-1	-1.3	-1	7

# Additional records follow:
Compound	DAGLB inh	HTR5A inv ag	V-ATPase pHluor	DSG3 Ab inh	MOR-DOR inv ag	Arr AP2 block	PKA-R2B activ	OPRM1-OPRD1 ag	PKA-R1A activ	HTR5A ag
O=C(NCc1ccco1)c1ccc(CNc2c(N3CCCCC3)c(=O)c2=O)cc1	-1	-11	-2	94	3	-8	7	-0.5	3	4
COC(=O)C(C(=O)OC)C(C)C(C(=O)OC)C(=O)OC	1	24	0	102	18	3	-10	-3.3	-3	-8
Cc1cccc(NC(=O)CN(C)S(=O)(=O)c2ccc(-c3ccc(=O)[nH]n3)s2)c1C	5	12	2	/	-2	18	-1	0.5	1	2
COc1cccc(CNC(=O)CCS(=O)(=O)c2ccc3c(c2)oc(=O)n3C)c1	2	-41	-2	/	12	9	-1	-2.2	-14	0
Cc1ncc(CO)c2cc(C(=O)Nc3ccccc3Cl)c(=Nc3cccc(C(N)=O)c3)oc12	-3	13	1	103	14	-3	4	-3.1	3	-4
CN1CC(=O)N(CC(=O)Nc2cc(Cl)cc(Cl)c2)C1=O	-2	19	-1	98	17	15	-4	-3.6	-6	-7
Cc1cc(C)c(S(=O)(=O)c2c(C)cccc2C)c(Cl)n1	-3	-30	2	91	6	23	1	-1.2	-2	1
CC1CCN(C(=O)c2ccc(CS(=O)(=O)Cc3ccccc3)cc2)CC1	2	12	3	102	15	-3	2	-3.0	13	-5
COc1ccc(/C=N/NC(=O)c2cccnc2)cc1CN1CCOCC1	0	-9	-5	110	-1	6	-6	0.2	-1	3
CC1(C)CC(N2CCN(c3ccccc3)CC2)=CC(=[N+]2CCCC2)C1	-3	4	-2	89	12	-1	-3	-2.1	-9	0
COc1cccc(/C=C2\SC(=S)N(CCCC(=O)N3CCOCC3)C2=O)c1	-4	/	-2	100	/	/	-5	/	-3	/
NC(=NCCc1ccc(Cl)cc1)NS(=O)(=O)c1ccc(F)cc1	2	24	2	/	-8	5	4	1.6	8	-7
O=C(O)CCCCCCCCCCC1CCC(O)C1O (configuration not stated)	1	5	5	/	21	-19	1	-4.3	-2	-1
COc1cc(CNn2cn[nH]c2=S)cc(Br)c1OCc1ccccc1F	-2	11	2	99	-12	34	1	2.3	-9	-4
COc1ccccc1C(=O)Nc1nnc(CCc2ccccc2)s1	-6	4	0	95	-12	31	-2	2.5	-5	-1
CCCCN(C1CCS(=O)(=O)C1)S(=O)(=O)c1ccc(OC)c(OC)c1 (configuration not stated)	-3	-6	-3	112	5	15	4	-0.9	3	3
CCCc1[nH]n(-c2nc3ccccc3s2)c(=O)c1C=NCCN1CCOCC1	5	-8	-2	93	9	-2	1	-1.6	-3	2
O=C(CN1CCN(Cc2ccccc2)C1=O)NCc1ccc(Cl)cc1	-2	-17	-1	109	4	-8	3	-0.6	18	6
O=C1CN(C(=O)COC(=O)C2CC(=O)N(Cc3ccco3)C2)c2ccccc2N1 (configuration not stated)	-2	-3	6	108	14	-4	-4	-3.2	2	2
O=C(NCCCN1CCCC1=O)c1cc(S(=O)(=O)N2CCN(c3ccccc3)CC2)ccc1Cl	3	0	1	105	6	15	-2	-1.5	4	0
O=C(OCC(=O)N1CCN(c2ccccc2)CC1)c1cccs1	1	4	-5	102	10	7	-3	-1.9	-7	-2
CCOc1cc(CNCc2ccncc2)cc(Br)c1OCc1ccc(F)cc1	-3	-9	1	100	-18	-3	4	3.3	-12	2
Cn1nnc2cc(C(=O)Nc3ccccc3F)ccc21	-1	24	-1	/	4	1	6	-0.5	-6	-9
Cc1ccc(/C=N/NC(=O)CSc2nc3ccccc3n2C)s1	-2	24	-4	/	13	24	-3	-2.6	-1	-3
CCOc1ccccc1C(=O)NCC(=O)N(C)CC(=O)Nc1ccc(N2CCOCC2)cc1	0	/	-1	101	/	/	-3	/	0	/
O=C(N/N=C/c1ccc(Cl)cc1Cl)c1cccc(N2CCCC2=O)c1	-1	13	-2	106	22	20	-9	-4.2	-2	-5
